TRPC4 PAM = allosterically enhances the mouse TRPC4 cation channel; Q9QUQ5; HEK293 TRPC4beta/mu-opioid, DAMGO EC20, Fluo-4 Ca2+ flux; active compounds read high; B-score at 10 µM; 310,000 tested, 0.42% active;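 active = B-score of calcium response area above 5 SD of library B-scores, with initial fluorescence ratio within 5 SD of library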;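 note: B-score of integrated fluorescence ratio over time as area under calcium response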
TRPC4 act = activators of mouse TRPC4 channel | HEK293 TRPC4beta/mu-opioid, Fluo4 calcium fluorescence; active compounds read high | B-score at 10 µM | 310,000 tested, 0.49% active;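 active = B-score above 5 SD of library B-scores, and initial fluorescence ratio not above library mean plus 5 SD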;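 note: positive B-score marks a calcium rise read as TRPC4 activation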
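Technique: kinetic Fluo4 calcium fluorescence; Test system: TRPC4beta and mu-opioid receptor HEK293 stable cells; Measure: B-scored integrated calcium fluorescence ratio; Benchmarks: low control buffer alone, high control maximal DAMGO; Schedule: 45 min room-temperature Fluo4 loading, 110 s read.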
TRPC6 activator = activates the mouse TRPC6 cation channel | HEK293-TRPC6 membrane potential dye fluorescence; active compounds read high | B-score at 10 µM | 310,000 tested, 0.13% active;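 active = B-score of the integrated fluorescence ratio above library mean plus 3 SD, and starting fluorescence ratio within library mean plus 5 SD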;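 note: higher score means more depolarization so channel activation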
Target sequence (Q61143 whole entry, looked up): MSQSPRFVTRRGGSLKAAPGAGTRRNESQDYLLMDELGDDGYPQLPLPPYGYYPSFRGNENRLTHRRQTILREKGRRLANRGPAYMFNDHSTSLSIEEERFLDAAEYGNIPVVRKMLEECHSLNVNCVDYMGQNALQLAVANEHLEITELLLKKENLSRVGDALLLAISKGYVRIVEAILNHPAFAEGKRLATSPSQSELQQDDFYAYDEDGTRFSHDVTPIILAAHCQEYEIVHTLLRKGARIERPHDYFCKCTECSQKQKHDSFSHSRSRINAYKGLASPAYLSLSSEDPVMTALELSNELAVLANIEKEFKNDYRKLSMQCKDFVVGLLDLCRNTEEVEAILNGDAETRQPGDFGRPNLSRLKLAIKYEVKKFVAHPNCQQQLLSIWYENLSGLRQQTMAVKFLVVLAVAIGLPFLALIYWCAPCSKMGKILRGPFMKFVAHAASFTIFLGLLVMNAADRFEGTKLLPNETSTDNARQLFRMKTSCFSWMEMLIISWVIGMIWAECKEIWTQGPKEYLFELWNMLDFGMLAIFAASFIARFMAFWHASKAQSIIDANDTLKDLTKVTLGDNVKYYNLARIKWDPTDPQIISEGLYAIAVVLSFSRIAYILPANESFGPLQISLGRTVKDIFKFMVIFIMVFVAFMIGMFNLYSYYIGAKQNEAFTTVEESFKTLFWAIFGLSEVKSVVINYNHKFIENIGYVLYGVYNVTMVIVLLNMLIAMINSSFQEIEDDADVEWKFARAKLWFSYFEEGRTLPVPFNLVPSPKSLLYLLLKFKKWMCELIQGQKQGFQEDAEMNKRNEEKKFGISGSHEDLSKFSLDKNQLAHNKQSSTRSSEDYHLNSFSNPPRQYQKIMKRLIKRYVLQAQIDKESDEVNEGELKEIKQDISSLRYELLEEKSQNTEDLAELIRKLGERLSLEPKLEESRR
MrgX1 PAM = human MrgX1 positive allosteric modulation, primary screen; B-score at 10 µM; Q96LB2; 310,000 tested, 0.63% active; MrgX1-HEK293, Fluo-4 calcium flux, FDSS; active compounds read high; AID 588675;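 active = plate-corrected calcium response at least 3 library SD above typical, normal starting fluorescence, not activating the receptor alone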;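 note: compound read alongside a low EC10 to EC30 dose of BAM8-22 agonist; peak minus trough fluorescence over baseline measured at the second addition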
MrgX1 antagonist = antagonists of human MrgX1 receptor | Q96LB2 | MRGX1-HEK293 calcium flux, Fluo-4, BAM8-22 antagonism; active compounds read low | B-score at 10 µM | 310,000 tested, 1.3% active;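 active = calcium-response B-score plate-corrected more than 3 library SD below zero, starting fluorescence within 5 deviations, no agonist response on first addition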;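 note: peak minus trough fluorescence over baseline after final BAM8-22 challenge near maximal dose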
MrgX1 agonist = agonists of human MrgX1 receptor; B-score at 10 µM; 310,000 tested, 0.44% active; Q96LB2; MrgX1-HEK293 cells, Fluo-4 calcium fluorescence, agonist mode; active compounds read high; AID 588627;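 active = calcium response B-score plate-corrected fluorescence ratio at least 3 library SD, with starting fluorescence B-score inside 5 SD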
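Test system: HEK293 cells stably expressing human MrgX1 receptor; Input: fifteen thousand cells per well; Dosing: compound delivered in addition one of three; Schedule: overnight seeding, then 1 h dark dye loading; Technique: Fluo-4 NW calcium fluorescence; Measure: B-scored fluorescence response ratio; Controls: positive and negative controls per plate.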
SKKanGAS inh = inhibitors of SKKanGAS S. pyogenes growth in kanamycin (SK-promoter or general growth effect) | BacTiter-Glo, 6 h | inhibition, % at 7.5 µM | 300,000 tested, 1.3% active;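 active = mean replicate score, as percent of positive control median, at least 50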;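 note: strain carries kanamycin resistance gene driven by streptokinase promoter and grows in 40 µg/ml kanamycin; loss of luminescence reflects streptokinase promoter inhibition or plain growth inhibition; 0% = median of DMSO wells and 100% = positive control at its reference dose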
TRPC6 inh = mouse TRPC6 channel inhibition; Q61143; HEK293-TRPC6, membrane potential dye, ACh-evoked depolarization; active compounds read low; B-score at 10 µM; 310,000 tested, 1.1% active;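 active = B-score under library mean minus 3 SD, initial fluorescence not abnormally high, positive integrated signal ratio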;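 note: B-score derived from integrated fluorescence ratio over the kinetic read; more negative B-score means stronger inhibition of depolarization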
TMEM16A inh = inhibitors of mouse TMEM16A calcium-activated chloride channel. 310,000 tested, 1.2% active. normalized B-score (activity score, 25-100; higher = stronger inhibition) at 10 µM. HEK293 TMEM16A/YFP iodide influx fluorescence, ionomycin;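 active = ratio plate-corrected score three or more library SD toward inhibition, starting fluorescence score within five deviations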;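 note: score derived from kinetic fluorescence span divided by baseline fluorescence per well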
ANO1 activ = mouse TMEM16A channel activation, primary screen | 340,000 tested, 0.3% active | B-score at 10 µM | Q8BHY3 | HEK293 TMEM16A/YFP-H148Q/I152L, iodide quench fluorescence; active compounds read low;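 active = fluorescence-ratio B-score plate-corrected deviation score at least 3 library SD below zero, with starting fluorescence score within 5 deviations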;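 note: channel opened by trigger with iodide after compound preincubation; score built on the fluorescence ratio of max minus min over baseline; more negative score means more quench and so TMEM16A activation or potentiation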
TRPC4 block = TRPC4 (mouse) channel inhibition; HEK293 TRPC4beta/mu-opioid, DAMGO-evoked Fluo4 calcium flux; active compounds read low; B-score at 10 µM; 300,000 tested, 0.39% active;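 active = B-score over 3 SD under the library average, no early fluorescence shift, positive overall ratio signal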
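Signal: kinetic Fluo4 fluorescence imaging of calcium influx. Material: stable TRPC4beta/mu-opioid receptor HEK293 cells. Probe or stimulus: DAMGO in two steps, submaximal then maximal.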
Starred values were filed as active, the others as inactive; i = inactive; / = no result given.

The first eight entries, to show the layout:
Screens in order – ANO1 activ, TRPC6 inh, MrgX1 agonist, TRPC6 activator, MrgX1 PAM, MrgX1 antagonist, TRPC4 PAM, SKKanGAS inh, TRPC4 block, TRPC4 act, TMEM16A inh
COc1ccccc1/C=C/C=N/n1c(-c2ccco2)n[nH]c1=S
→ i, i, i, i, i, i, i, -8, i, i, i
COc1ccc(C(=O)NN)cc1COc1ccc(Br)cc1
→ i, i, i, i, i, i, i, 7, i, i, i
S=c1[nH]nc(-c2cc(-c3ccccc3)n[nH]2)n1/N=C/c1ccc(Br)s1
→ i, i, i, i, i, i, i, 60*, i, i, i
Cc1ccc(S(=O)(=O)N(C)c2ccccc2C(=O)Nc2c(F)cccc2F)cc1
→ i, i, i, i, i, i, i, -4, i, i, i
Cc1ccc(N(CC(=O)N2CCCCCC2)S(C)(=O)=O)cc1Cl
→ i, i, i, i, i, i, i, -1, i, i, i
CCOC(=O)c1cnn(CCOC(=O)c2ccc(OC)cc2)c1NC(=O)c1ccc(OC)cc1
→ i, i, i, i, i, i, i, -1, i, i, i
Cc1ccc(NC(=O)C2C(c3ccccc3)C2(Cl)Cl)c(C)c1 (stereo unspecified)
→ i, i, i, i, i, i, i, 4, i, i, i
COC(=O)N(NC(=O)C(O)(C(C)C)C(C)C)c1ccccc1
→ i, i, i, i, i, i, i, 0, i, i, i

Results (from the top)
Screens in order – ANO1 activ, TRPC6 inh, MrgX1 agonist, TRPC6 activator, MrgX1 PAM, MrgX1 antagonist, TRPC4 PAM, SKKanGAS inh, TRPC4 block, TRPC4 act, TMEM16A inh
COc1ccccc1/C=C/C=N/n1c(-c2ccco2)n[nH]c1=S
→ i, i, i, i, i, i, i, -8, i, i, i
COc1ccc(C(=O)NN)cc1COc1ccc(Br)cc1
→ i, i, i, i, i, i, i, 7, i, i, i
S=c1[nH]nc(-c2cc(-c3ccccc3)n[nH]2)n1/N=C/c1ccc(Br)s1
→ i, i, i, i, i, i, i, 60*, i, i, i
Cc1ccc(S(=O)(=O)N(C)c2ccccc2C(=O)Nc2c(F)cccc2F)cc1
→ i, i, i, i, i, i, i, -4, i, i, i
Cc1ccc(N(CC(=O)N2CCCCCC2)S(C)(=O)=O)cc1Cl
→ i, i, i, i, i, i, i, -1, i, i, i
CCOC(=O)c1cnn(CCOC(=O)c2ccc(OC)cc2)c1NC(=O)c1ccc(OC)cc1
→ i, i, i, i, i, i, i, -1, i, i, i
Cc1ccc(NC(=O)C2C(c3ccccc3)C2(Cl)Cl)c(C)c1 (stereo unspecified)
→ i, i, i, i, i, i, i, 4, i, i, i
COC(=O)N(NC(=O)C(O)(C(C)C)C(C)C)c1ccccc1
→ i, i, i, i, i, i, i, 0, i, i, i
COc1ccc2cc3cc(C(=O)NCCN4CCN(c5ccccc5F)CC4)oc3nc2c1
→ i, i, i, i, i, i, i, 17, i, i, i
CC1=CCC[C@@H]2[C@@](C)(CC/C(C)=C/C(=O)O)[C@H](C)CC[C@@]12C
→ i, i, i, i, i, i, i, 34, i, i, i
Cc1ccc(S(=O)(=O)N2CCN(S(C)(=O)=O)CC2)cc1
→ i, i, i, i, i, i, i, 1, i, i, i
Cc1c(NC(=O)Nc2cc(Cl)ccc2Cl)c(=O)n(-c2ccccc2)n1C
→ i, i, i, i, i, i, i, -7, i, i, i
O=S(=O)(c1ccc(OC(F)(F)F)cc1)N1CCC(O)(c2cccc(C(F)(F)F)c2)CC1
→ i, i, i, i, i, i, i, 10, i, i, 25*
CCOC(=O)c1sc(C)c2c1NC1(CCCCCC1)NC2=O
→ i, i, i, i, i, i, i, 0, i, i, i
COc1ccc(-c2cc3nc(C)cc(C)n3n2)cc1
→ i, i, i, i, i, i, i, 8, i, i, i

Two records drawn at random from the list so far:
Screens in order – ANO1 activ, TRPC6 inh, MrgX1 agonist, TRPC6 activator, MrgX1 PAM, MrgX1 antagonist, TRPC4 PAM, SKKanGAS inh, TRPC4 block, TRPC4 act, TMEM16A inh
COc1ccc2cc3cc(C(=O)NCCN4CCN(c5ccccc5F)CC4)oc3nc2c1
→ i, i, i, i, i, i, i, 17, i, i, i
Cc1ccc(S(=O)(=O)N2CCN(S(C)(=O)=O)CC2)cc1
→ i, i, i, i, i, i, i, 1, i, i, i

Going on with the list.
Screens in order – ANO1 activ, TRPC6 inh, MrgX1 agonist, TRPC6 activator, MrgX1 PAM, MrgX1 antagonist, TRPC4 PAM, SKKanGAS inh, TRPC4 block, TRPC4 act, TMEM16A inh
CCN(CC)C(=O)CSc1nc2c(sc(=S)n2-c2ccccc2)c(=O)[nH]1
→ i, i, i, i, i, i, i, 16, i, i, i
Cc1cccc(C)c1OCC(=O)N/N=C/c1cccnc1
→ i, i, i, i, i, i, i, -1, i, i, i
CC(=O)Cn1c(CN2CCCCC2)nc2ccccc2c1=O
→ i, i, i, i, i, i, i, 2, i, i, i
O=Cc1ccc(-n2cc(C=O)c3ccccc32)cc1
→ i, i, i, i, i, i, i, 16, i, i, i
O=C(N/N=C/C=C/c1ccccc1[N+](=O)[O-])c1ccncc1
→ i, i, i, i, i, i, i, -2, i, i, i
Cc1ccc(C(=O)NC(N2CCCC2)C(Cl)(Cl)Cl)cc1 (stereo unspecified)
→ i, i, i, i, i, i, i, -2, i, i, i
CC(=O)c1ccc(N2CCN(C(=O)CCNC(=O)Cn3ccc4ccccc4c3=O)CC2)cc1
→ i, i, i, i, i, i, i, 0, i, i, i
CCOc1ccc(C(=O)NCC(C)CN(C)C)cc1OCC (stereo unspecified)
→ i, i, i, i, i, i, i, 2, i, i, i
COc1ccc(OC)c(-n2c(SCC(=O)N3CCc4ccccc43)nc3c(c2=O)SCC3)c1
→ i, i, i, i, i, i, i, 8, i, i, i
c1ccc(-c2nnc(-c3ccccc3)o2)cc1
→ i, i, i, i, i, i, i, -7, i, i, i
CCSc1nn2c(=O)c3ccccc3nc2s1
→ i, i, i, i, i, i, i, -3, i, i, i
C=CCn1c(=NC(=O)c2sc3ccccc3c2Cl)sc2cc(S(N)(=O)=O)ccc21
→ i, i, i, i, i, i, i, -4, i, i, i
CCOc1ccc2[nH]c3c(c2c1)CNCC3
→ i, i, i, i, i, i, i, 1, i, i, i
COc1cc(NC(=O)COC(=O)CSc2cc(C)ccc2C)c(C)cc1[N+](=O)[O-]
→ i, i, i, i, i, i, i, 4, i, i, i
O=C(CN1CCN(S(=O)(=O)c2ccc(Cl)cc2)CC1)NC1CC1
→ i, i, i, i, i, i, i, -13, i, i, i

Other results:
Screens in order – ANO1 activ, TRPC6 inh, MrgX1 agonist, TRPC6 activator, MrgX1 PAM, MrgX1 antagonist, TRPC4 PAM, SKKanGAS inh, TRPC4 block, TRPC4 act, TMEM16A inh
O=C(/C=C/c1ccco1)N1CCN(c2ncccn2)CC1
→ i, i, i, i, i, i, i, -11, i, i, i
COC(=O)c1ccc(CSc2nnnn2-c2ccccc2)o1
→ i, i, i, i, i, i, i, -2, i, i, 100*
Cc1[nH]c(C)c(S(=O)(=O)NCCc2ccccc2)c1C(=O)N1CCCC1
→ i, i, i, i, i, i, i, -3, i, i, i
O=C1N/C(=C\c2ccc(O)cc2)C(O)=C1C=NCc1ccccc1
→ i, i, i, i, i, i, i, 3, i, i, i
COc1ccc(COCC(O)CN(Cc2ccco2)Cc2ccccc2O)cc1 (stereo unspecified)
→ i, i, i, i, i, i, i, 0, i, i, i
O=[N+]([O-])c1ccc(-c2ccc(S(=O)(=O)N3CCOCC3)cc2)cc1
→ i, i, i, i, i, i, i, -2, i, i, i
C#CCOCCOCCOCCNc1nc(N2CCN(C(=O)CCCCCCCCCCNC(=O)Cn3cc(C[C@@H](C)O)nn3)CC2)nc(N2CCN(C(=O)CCCCCCCCCCNC(=O)[C@H](CCCCN)n3cc(CCCC(=O)O)nn3)CC2)n1
→ i, /, i, /, i, i, /, /, /, /, i
COc1ccc(OC)c(NC(=S)NCCSc2ccc(C)cc2)c1
→ i, i, i, i, i, i, i, -4, i, i, i
CC1(C)Cc2nc3oc4c(N(CCO)Cc5ccccc5)ncnc4c3cc2CO1
→ i, i, i, i, i, i, i, -1, i, i, i
Cc1ccc(NC(=O)C2CCN(C(=O)NCc3ccccc3)CC2)cc1C
→ i, i, i, i, i, i, i, 0, i, i, i
O=C(OCC(=O)N1CCN(Cc2ccccc2)CC1)c1ccc(Cl)cc1
→ i, i, i, i, i, i, i, -14, i, i, i
COC(=O)CCCC1=CC2=CC(=O)C(C)(OC(=O)c3cccs3)C(=O)C2=CO1 (stereo unspecified)
→ /, i, i, i, i, i, i, 6, i, i, i
CCN(CC(=O)Nc1sc2c(c1C#N)CCC(C)C2)Cc1nc2ccccc2c(=O)[nH]1 (stereo unspecified)
→ i, i, i, i, i, i, i, 12, i, i, i
Cc1cc(NC(=O)CSc2nnc(COc3ccccc3)o2)no1
→ i, i, i, i, i, i, i, 3, i, i, i
CCN(CC)C(=O)C(Oc1ccc(C)nc1[N+](=O)[O-])c1ccccc1 (stereo unspecified)
→ i, i, i, i, i, i, i, 7, i, i, i

(continued)
Screens in order – ANO1 activ, TRPC6 inh, MrgX1 agonist, TRPC6 activator, MrgX1 PAM, MrgX1 antagonist, TRPC4 PAM, SKKanGAS inh, TRPC4 block, TRPC4 act, TMEM16A inh
CC(=O)N=c1sccn1CC(O)c1ccc(Br)cc1 (stereo unspecified)
→ i, i, i, i, i, i, i, 2, i, i, i
Cc1ccc(-c2nc(N/N=C/c3ccccc3[N+](=O)[O-])c3ccccc3n2)cc1
→ i, i, i, i, i, i, i, 0, i, i, i
O=C(Nc1ccc(N2CCCCC2)cc1)c1cccnc1Cl
→ i, i, i, i, i, i, i, -1, i, i, i
O=C(O)C1OC2OC3(CCCCC3)OC2C2OC3(CCCCC3)OC12 (stereo unspecified)
→ i, i, i, i, i, i, i, -4, i, i, i
Cc1ccc(N2CN(CCc3ccccc3)CNC2=S)cc1
→ i, i, i, i, i, i, i, -15, i, i, i
Cc1ccc(S(=O)(=O)NNC(=O)c2cccnc2)cc1
→ i, i, i, i, i, i, i, -11, i, i, i
CCOc1ccc(N(CC(=O)NC2CCCCCC2)S(=O)(=O)c2ccccc2)cc1
→ i, i, i, i, i, i, i, 7, i, i, i
CN(C)C(=O)COC(=O)/C=C/c1ccccc1[N+](=O)[O-]
→ i, i, i, i, i, i, i, 0, i, i, i
